Bioassay records deposited in PubChem by several laboratories.
AID2073: inhibitors of Mint1-CaV2.2 protein interaction, biochemical, HTRF (AID 2073); HTRF protein-protein interaction, Mint1-CaV2.2; higher % means a stronger effect; inhibition, % at 20 µM, or IC50 in µM where a hit was titrated; 290,000 compounds, 0.19% hits; in the data active = inhibition mostly above about 51%, no sharp cut-off; also: some results filed as inactive read as strong as hits
LYP inhibition: inhibitors of LYP phosphatase, biochemical, fluorescence intensity, uHTS (AID 1779); recombinant LYP phosphatase, fluorescence intensity; higher % means a stronger effect; 290,000 compounds, 0.054% hits; inhibition, % at 11.5 µM; hits with a dose series show IC50 in µM; in the data active = inhibition above about 50%;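 also: plate controls were vehicle with enzyme for no effect and no enzyme for full effect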
NS5 inhibitors: Dengue-2 NS5 methyltransferase inhibitors, primary screen, biochemical, confirmation dose response (AID 588689); 340,000 compounds, 0.3% hits; inhibition, % at 25 µM, or IC50 in µM where a hit was titrated; Dengue-2 NS5 methyltransferase capping enzyme assay, biochemical; higher % means a stronger effect; in the data active = a potency from the dose series
WT yeast gro inh: growth inhibition of WT yeast, mitochondrial fusion screen. 190,000 compounds, 2.1% hits. mitochondrial fusion phenotypic screen, WT strain. inhibition, % at 10 µM; in the data active = inhibition above about 58%; tested in S. cerevisiae
UTI89 phage lysis: protection from phage-mediated lysis, alamar blue read-out – E. coli UTI89, K1F phage, bacterial capsule biogenesis inhibitors (AID 488966) | E. coli UTI89 K1F phage lysis, alamar blue, 2 h; higher % means a stronger effect | inhibition, % at 100 µM, or IC50 in µM where a hit was titrated | 340,000 compounds, 0.02% hits;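 active = phage lysis inhibition, versus mean bacterial control, above a set limit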;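 also: capsule biogenesis inhibitors block K1F phage lysis so surviving cells raise fluorescence; higher fluorescence means more inhibition of phage lysis; actives were called in the ten point dose series up to 300 µM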
RSV CPE inhibition: RSV antiviral activity via CPE protection, HEp-2 cells, primary 10 µM value included (AID 2391); HEp-2 cells, RSV-induced CPE inhibition; higher % means a stronger effect; CPE inhibition, % at 10 µM; hits with a dose series show IC50 in µM; 310,000 compounds, 0.13% hits; in the data active = a potency from the dose series; also: strong numbers were not always called active
Autophagy HCS: alters autophagy in cells. 190,000 compounds, 0.98% hits. AID 463193. MEF GFP-LC3 puncta imaging; test concentration mostly 10 µM. calls only at 10 µM (by protocol);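 active = percentage of spot-positive cells more than 3 SD above its plate mean, without a fluorescence outlier flag or 80% toxicity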;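 also: spot-positive cell cutoff set from DMSO-treated cells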
NTR1 agonist: NTR1-driven beta-arrestin-GFP spot formation – imaging, U2OS cells, high content, primary screen (AID 493036) | agonist mode | activation, % at 20 µM | P30989 | 330,000 compounds, 0.17% hits;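 active = activation at or above 40% of the spot to cytoplasm intensity ratio, with at least 20 cells analyzed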;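 also: 0% = DMSO without peptide and 100% = 100 nM NTR1 peptide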
Target sequence (P30989 whole entry, looked up): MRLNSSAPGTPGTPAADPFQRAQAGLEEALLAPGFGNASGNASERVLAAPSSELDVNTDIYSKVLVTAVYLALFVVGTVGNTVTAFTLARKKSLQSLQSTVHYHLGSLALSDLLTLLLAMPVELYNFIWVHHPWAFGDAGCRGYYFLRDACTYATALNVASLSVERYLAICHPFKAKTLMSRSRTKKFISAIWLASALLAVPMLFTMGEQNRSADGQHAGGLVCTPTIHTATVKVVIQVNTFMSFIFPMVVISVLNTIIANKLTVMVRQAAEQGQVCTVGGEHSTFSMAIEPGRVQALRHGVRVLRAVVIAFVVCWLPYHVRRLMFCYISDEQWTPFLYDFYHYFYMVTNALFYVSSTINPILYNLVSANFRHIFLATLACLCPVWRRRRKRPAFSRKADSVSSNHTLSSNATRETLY
GPR35 antagonists: inhibition of zaprinast-stimulated GPR35 beta-arrestin translocation – imaging, U2OS, beta-arrestin-GFP, zaprinast agonist, primary screen (AID 2058) | U2OS GPR35 beta-arrestin-GFP translocation imaging, zaprinast antagonism; higher % means a stronger effect | 290,000 compounds, 0.052% hits | one-dose inhibition, % at 10 µM; IC50 in µM for titrated hits;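 active = inhibition of at least 50% with at least 30 cells and total cytoplasm GFP at most 10,000,000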
WT yeast gro inh mutant strain: recorded beside WT yeast gro inh, whose call it bears; inhibition, %; mitochondrial fusion phenotypic screen, mutant strain inhibition
Autophagy HCS cell loss 18 h: second read-out of Autophagy HCS, no call of its own (marks repeat the call); toxicity, %; measured here: cell loss, nuclei count;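 cell loss after 18 h compound exposure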
NTR1 agonist cell count 20 µM: recorded beside NTR1 agonist, whose call it bears; cell count; measured here: cell count, cytotoxicity flag
NS5 inhibitors pilot replicate: recorded beside NS5 inhibitors, whose call it bears; inhibition, %; measured here: pilot screen replicate inhibition
* marks the source's active call; other numbers are inactive results; i = inactive; . = no result given; [ ] = dose if it differs, or a comment.

SMILES	AID2073	LYP inhibition	NS5 inhibitors	WT yeast gro inh	WT yeast gro inh mutant strain	UTI89 phage lysis	RSV CPE inhibition	Autophagy HCS	Autophagy HCS cell loss 18 h	NTR1 agonist	NTR1 agonist cell count 20 µM	GPR35 antagonists	others
COc1ccccc1OCC(=O)NCC1CCCN(Cc2cnn(C)c2C)C1 (stereo not given)	-6.3%	-8.5%	3.9%	.	.	1.7%[50 µM]	0.7%	.	.	-0.2	54	10.5%
CC(C)OC(=O)CSc1nnc(-c2ccc(Cl)cc2)n1N	5.8%	1.9%	-5.4%	0.9	-5.7	0.2%	0.9%	i	50.0	-1.8	100	5.7%	NS5 inhibitors pilot replicate=-3.6
Cc1ccccc1NC(=O)CCNS(=O)(=O)c1cccc2nsnc12	8.2%	-2.7%	6.6%	.	.	0.0%	1.7%	.	.	1.7	53	5.6%
COCCCNC(=O)CCN1N=C(c2ccccc2)CCC1=O	0.0%	-8.9%	-7.8%	.	.	0.1%	-0.2%	.	.	0.9	83	11.5%
Cc1cc(C)n(-c2ccc(OCC(=O)O)nn2)n1	-9.8%	-5.1%	2.7%	1.5	0.9	0.0%	-0.8%	i	24.2	-1.9	89	13.0%	NS5 inhibitors pilot replicate=-1.5
c1ccc(CSc2ccc(-c3cccs3)nn2)nc1	1.8%	6.3%	-0.7%	-9.7	-10.0	0.0%	1.1%	i	15.3	0.9	59	2.7%
Cc1ccc(OC2=NS(=O)(=O)c3ccccc32)cc1	0.9%	-9.0%	-12.3%	-12.4	3.1	1.6%	-0.2%	i	7.0	-1.5	84	-7.4%
CCn1c(O)c(N=NC(=O)CNC(=O)/C=C/c2ccco2)c2ccccc21	-1.7%	-0.9%	-4.2%	-9.5	-4.5	0.2%	-0.4%	i	6.4	1.6	56	11.9%
CCC(=O)N1CCc2cc(S(=O)(=O)NC(Cc3ccccc3)C(=O)NC3CCCC3)ccc21 (stereo not given)	-0.4%	-0.3%	7.8%	-5.5	1.9	-0.1%	-0.6%	i	1.3	-0.3	82	0.7%
CN(Cc1c(F)cccc1Cl)C(=O)C1CC(=O)N(CCc2ccccc2)C1 (stereo not given)	6.2%	-6.7%	2.2%	0.8	-8.0	0.2%	-2.5%	i	6.4	0.7	58	-3.2%
CCN(CCN1CCCC1)C(=O)C1CCC(=O)N(CCCN2CCOCC2)C1 (stereo not given)	7.4%	-7.3%	-0.7%	.	.	1.8%[50 µM]	-0.2%	.	.	-1.1	59	-3.1%
CCC(=O)N(Cc1ccccc1)c1ccccn1	-11.3%	-2.4%	3.4%	6.2	16.3	0.9%	1.0%	i	20.5	1.6	69	-2.0%	NS5 inhibitors pilot replicate=-1.8
COc1ccc(-c2nnc(-c3cc(OC)c(OC)c(OC)c3)o2)cc1OC	26.1%	-12.0%	4.3%	2.0	-6.0	-0.3%	-0.1%	i	8.1	-0.2	60	4.3%
O=C1C2(c3ccccc3)CN(CCCO)CC1(c1ccccc1)CN(CCCO)C2	-3.3%	-5.4%	-2.1%	-6.2	1.4	0.3%	1.3%	i	3.5	-0.2	57	0.3%
O=C(Nc1ccc(Cl)cn1)Nc1ccccc1F	10.7%	-3.6%	3.2%	1.9	-9.2	1.1%	0.7%	i	-1.5	-1.6	84	7.0%
COc1ccc(Cl)cc1NC(=S)N1CCN(S(C)(=O)=O)CC1	-17.7%	-5.4%	-3.9%	.	.	0.0%	-0.6%	.	.	-0.6	63	-15.5%
CCOC(=O)c1cnc2c(C)cccc2c1Nc1ccc(N2CCOCC2)cc1	-6.1%	1.7%	.	22.7	-3.9	.	4.0%	i	4.8	2.2	32	-3.9%
COc1cccc(NC(=O)c2cn(C)c(=O)c3cc(OC)c(OC)cc23)c1	8.3%	-7.5%	-1.4%	3.6	-0.3	-2.9%[50 µM]	1.1%	i	-46.6	1.8	58	9.3%
COc1ccc(CCN(C)C(=O)c2ccc(S(=O)(=O)Nc3ccccc3F)cc2)cc1OC	11.4%	-9.4%	-7.8%	.	.	2.1%	1.0%	.	.	0.2	51	-9.2%
Cc1cc([N+](=O)[O-])nn1Cc1ccc(C(=O)N/N=C/c2ccc(F)cc2)cc1	7.3%	-3.6%	2.3%	.	.	-1.1%	-0.1%	.	.	-0.1	60	-7.5%
COc1ccccc1N(CC(=O)NC1CCCCC1)S(=O)(=O)c1ccccc1	-5.0%	-4.8%	-1.5%	.	.	-0.7%	2.1%	.	.	0.3	47	-1.2%
CCN(Cc1ccccc1)C(=O)COC(=O)c1cc(=O)[nH]c2ccccc12	16.2%	-5.5%	-4.7%	10.6	15.8	-0.1%	-0.9%	i	4.9	-0.6	41	-12.5%
Cc1ccc([N+](=O)[O-])cc1NC(=O)C(C)NS(=O)(=O)c1ccc(F)cc1 (stereo not given)	-7.9%	3.8%	2.2%	3.8	5.2	-0.6%	-1.2%	i	-28.8	-0.9	20	-2.3%
CCOc1cc2[nH]c(=O)n(CCCC(=O)NCc3ccc(OC)cc3)c(=O)c2cc1OCC	-1.9%	1.9%	-1.9%	28.5	20.9	0.2%	0.1%	i	4.9	1.6	88	2.4%	NS5 inhibitors pilot replicate=2.4
COc1cc(CNc2nc3c(C)cc(C)cc3s2)ccc1O	-8.2%	3.3%	-3.6%	.	.	-0.2%	20.7%	.	.	7.2	93	-3.4%
CN(CC(=O)Nc1ccc(Cl)c(C(F)(F)F)c1)C(=O)C1CC(=O)N(C2CCCC2)C1 (stereo not given)	.	.	-5.1%	.	.	0.2%[50 µM]	0.2%	.	.	0.1	49	.
Cc1c(NC(=O)c2ccc(N3CCCC3)c([N+](=O)[O-])c2)cccc1-c1nc2ccccc2s1	9.0%	9.6%	-2.8%	-10.2	5.0	0.5%	5.6%	i	-34.1	3.1	58	1.1%
COc1ccc(CNC(=O)c2ccc3c(c2)N(C)CCS3)cc1	42.8%	-12.6%	-7.6%	.	.	0.6%	1.0%	.	.	-0.3	108	-11.9%
Nc1nonc1/C(=N/O)N1CCN(CCO)CC1	29.3%	-9.8%	-5.5%	7.3	8.9	1.4%	2.0%	i	10.6	-0.8	56	-11.6%
C=CCOc1ccc(C=Nc2ccc(C)c(Cl)c2)c(O)c1	0.8%	-2.0%	-2.2%	-6.8	5.8	3.1%	1.2%	i	4.6	-0.6	56	-11.6%
Cc1oc2ccccc2c1CC(=O)NCCCN(C)C	6.8%	-10.0%	.	.	.	.	.	.	.	-0.9	53	11.8%
COc1cc(C(CC(=O)N2CCCC2)c2c(OC)cc(OC)c3ccc(=O)oc23)cc(OC)c1OC (stereo not given)	19.7%	-6.5%	21.6%	.	.	4.7%	-0.1%	.	.	-3.4	80	2.2%
CCC(C)(C)NC(=S)Nc1ccccc1C	-4.4%	-5.4%	-15.5%	27.1	18.7	0.2%	2.0%	i	33.2	-0.4	53	-1.7%
CCCN(CC(=O)Nc1ccccc1C)C(=O)c1ccc2c(c1)S(=O)(=O)N=C1CCCCCN12	.	.	-5.1%	.	.	4.5%	3.4%	.	.	0.9	53	.
COc1ccccc1OC(=O)c1ccc(SC)cc1OC	-3.8%	1.5%	-6.4%	17.1	31.1	2.3%	0.6%	i	-0.6	-0.8	50	-0.4%
COc1ccc(OC)c(NC(=S)NCC(c2cccnc2)N2CCOCC2)c1 (stereo not given)	-7.8%	-2.4%	-7.3%	-4.1	-5.9	-0.1%	1.8%	i	-0.3	0.2	88	10.1%

Entries shown so far containing a Cl atom:
SMILES	AID2073	LYP inhibition	NS5 inhibitors	WT yeast gro inh	WT yeast gro inh mutant strain	UTI89 phage lysis	RSV CPE inhibition	Autophagy HCS	Autophagy HCS cell loss 18 h	NTR1 agonist	NTR1 agonist cell count 20 µM	GPR35 antagonists	others
CC(C)OC(=O)CSc1nnc(-c2ccc(Cl)cc2)n1N	5.8%	1.9%	-5.4%	0.9	-5.7	0.2%	0.9%	i	50.0	-1.8	100	5.7%	NS5 inhibitors pilot replicate=-3.6
CN(Cc1c(F)cccc1Cl)C(=O)C1CC(=O)N(CCc2ccccc2)C1 (stereo not given)	6.2%	-6.7%	2.2%	0.8	-8.0	0.2%	-2.5%	i	6.4	0.7	58	-3.2%
O=C(Nc1ccc(Cl)cn1)Nc1ccccc1F	10.7%	-3.6%	3.2%	1.9	-9.2	1.1%	0.7%	i	-1.5	-1.6	84	7.0%
COc1ccc(Cl)cc1NC(=S)N1CCN(S(C)(=O)=O)CC1	-17.7%	-5.4%	-3.9%	.	.	0.0%	-0.6%	.	.	-0.6	63	-15.5%
CN(CC(=O)Nc1ccc(Cl)c(C(F)(F)F)c1)C(=O)C1CC(=O)N(C2CCCC2)C1 (stereo not given)	.	.	-5.1%	.	.	0.2%[50 µM]	0.2%	.	.	0.1	49	.
C=CCOc1ccc(C=Nc2ccc(C)c(Cl)c2)c(O)c1	0.8%	-2.0%	-2.2%	-6.8	5.8	3.1%	1.2%	i	4.6	-0.6	56	-11.6%

The results go on:
SMILES	AID2073	LYP inhibition	NS5 inhibitors	WT yeast gro inh	WT yeast gro inh mutant strain	UTI89 phage lysis	RSV CPE inhibition	Autophagy HCS	Autophagy HCS cell loss 18 h	NTR1 agonist	NTR1 agonist cell count 20 µM	GPR35 antagonists	others
O=C(Cc1ccc(Br)c2ccccc12)N/N=C/c1ccccn1	4.2%	1.3%	-2.7%	56.6	72.0	0.1%	-0.7%	i	7.7	7.5	76	-7.3%
O=C(NCCCN1CCN(Cc2ccccc2)CC1)C1CCN(S(=O)(=O)N2CCCC2)CC1	-2.7%	-2.3%	-2.1%	-4.2	-6.5	1.0%[50 µM]	5.9%	i	8.1	-0.2	44	-4.0%
CCCn1nnc(NC(=O)c2sc3ccccc3c2Cl)n1	5.6%	-7.5%	-2.8%	12.6	14.1	2.3%[50 µM]	2.6%	i	3.5	-0.1	35	-0.7%
CSc1nnc2c(n1)OC(c1ccccn1)N(C(C)=O)c1ccccc1-2 (stereo not given)	5.5%	-2.1%	-0.9%	-2.9	2.0	0.0%	0.6%	i	14.7	-0.2	76	-26.2%
O=C(c1cc(S(=O)(=O)N2CCN(c3ccccc3)CC2)ccc1Cl)N1CCCCCCC1	.	.	2.2%	.	.	0.8%[50 µM]	8.2%	.	.	-0.2	53	.
O=C(Nc1ccccc1)N1CCCC(c2nc(-c3ccc(F)cc3)no2)C1 (stereo not given)	0.6%	-7.0%	-10.9%	20.9	19.2	2.4%	18.4%	i	0.2	0.7	51	-12.9%
COc1ccc(-c2nn(-c3ccccc3)cc2C(N)=O)cc1OC	9.2%	-4.9%	-8.5%	.	.	0.9%	3.3%	.	.	0.6	44	-12.0%
O=C(NC(=S)Nc1ccc(S(=O)(=O)Nc2ncccn2)cc1)c1ccc(Br)cc1	8.1%	-0.2%	-4.4%	-17.3	-15.7	-0.9%	1.9%	i	2.2	0.9	46	-11.3%
COc1ccccc1OCC(=O)OC/C(O)=C(\C#N)c1nc2ccccc2[nH]1	11.2%	-6.4%	.	-17.2	1.8	1.9%	0.3%	i	6.1	1.2	94	-1.4%
